Compound activity: PubChem, several laboratories
Rac1 GTP hydrolysis: MgcRacGAP GTPase-activating activity inhibitors, confirmation, biochemical, ADP Hunter fluorescence. MgcRacGAP-stimulated Rac1 GTP hydrolysis, ADP Hunter fluorescence; higher % means a stronger effect; GST-tagged Rac1 F28L mutant substrate. inhibition, % at 30 µM, or IC50 in µM where a hit was titrated. 0.6% of 340,000 active;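 active = first-screen hits whose inhibition reached a set limit at any dose in the follow-up dose series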;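 note: fluorescence reports GDP produced by GAP-driven GTP hydrolysis; strong numbers were not always called active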
GPR35 antagonists: GPR35 antagonists blocking zaprinast-driven arrestin recruitment, primary screen, imaging, U2OS, beta-arrestin-GFP, zaprinast agonist (AID 2058). U2OS GPR35 beta-arrestin-GFP translocation imaging, zaprinast antagonism; higher % means a stronger effect. inhibition, % at 10 µM, or IC50 in µM where a hit was titrated. 0.052% of 290,000 active;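 active = inhibition of at least 50% with at least 30 cells and total cytoplasm GFP at most 10,000,000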
HIV fusion peptide: inhibitors of HIV fusion peptide binding, primary screen, biochemical, uHTS, fluorescence dequenching (AID 1986). cell-free peptide binding, fluorescence dequenching, 30 min; higher % means a stronger effect. inhibition, % at 20 µM; hits with a dose series show IC50 in µM. 0.3% of 290,000 active; in the data active = inhibition mostly above about 52%, no sharp cut-off; inactive = mostly below about 76%; note: some results filed as inactive read as strong as hits
UTI89 phage lysis: protection from phage-mediated lysis, alamar blue read-out – E. coli UTI89, K1F phage, bacterial capsule biogenesis inhibitors (AID 488966) | one-dose inhibition, % at 100 µM; IC50 in µM for titrated hits | E. coli UTI89 K1F phage lysis, alamar blue, 2 h; higher % means a stronger effect | 0.02% of 340,000 active;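 active = phage lysis inhibition, versus mean bacterial control, above a set limit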;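 note: capsule biogenesis inhibitors block K1F phage lysis so surviving cells raise fluorescence; higher fluorescence means more inhibition of phage lysis; actives were called in the ten point dose series up to 300 µM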
Salmonella PhoP GFP: inhibitors of PhoP regulon expression, primary screen, Salmonella Typhimurium, GFP reporter (AID 1863). S. Typhimurium PhoP-regulated promoter GFP reporter, 4 h; higher % means a stronger effect. 0.16% of 300,000 active. inhibition, % at 50 µM, or IC50 in µM where a hit was titrated;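 active = inhibition over 29.93%, a cutoff 3 SD above the screen mean, later confirmed by dose response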;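 note: 0% = low Mg2+ inducing control and 100% = high Mg2+ repressing control; strong numbers were not always called active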
Dengue-2 NS5 capping: flavivirus cap methylation enzyme inhibition – biochemical, confirmation dose response, primary screen (AID 588689); 0.3% of 340,000 active; one-dose inhibition, % at 25 µM; IC50 in µM for titrated hits; Dengue-2 NS5 methyltransferase capping enzyme assay, biochemical; higher % means a stronger effect; in the data active = a potency from the dose series
GPR55 LPI antagonism: GPR55 antagonists blocking LPI-driven arrestin recruitment, primary screen, imaging, U2OS, beta-arrestin-GFP, LPI agonist (AID 2013) | inhibition, % at 10 µM; hits with a dose series show IC50 in µM | U2OS GPR55 beta-arrestin-GFP translocation imaging, LPI antagonism; higher % means a stronger effect | 0.13% of 290,000 active;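 active = spots per cell inhibited over 60%, with over 100 cells counted and total cytoplasm intensity under 500,000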;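 note: U2OS cells stably carrying GPR55 and arrestin-GFP stimulated by 5 µM LPI near EC80; imaged beta-arrestin-GFP aggregate spots per cell after agonist stimulation; plate controls were LPI-stimulated DMSO wells for no effect and DMSO wells without LPI for full effect; some results filed as inactive read as strong as hits; confirmed hits need IC50 under 10 µM and bright autofluorescent wells are also inconclusive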
SV40 large T antigen: TAg ATPase/helicase activity blockers – biochemical (AID 1903); SV40 large T antigen ATPase/helicase inhibition assay; higher % means a stronger effect; inhibition, % at 20 µM, or IC50 in µM where a hit was titrated; 0.39% of 310,000 active; in the data active = a potency from the dose series; note: strong numbers were not always called active
RSV CPE inhibition: RSV antiviral activity via CPE protection, HEp-2 cells, primary 10 µM value included (AID 2391). HEp-2 cells, RSV-induced CPE inhibition; higher % means a stronger effect. CPE inhibition, % at 10 µM; hits with a dose series show IC50 in µM. 0.13% of 310,000 active; in the data active = a potency from the dose series; note: strong numbers were not always called active
* marks the source's active call; other numbers are inactive results; . = no result given. Only part of the results is shown (hit frequency here may not be typical).

| molecule | Rac1 GTP hydrolysis | GPR35 antagonists | HIV fusion peptide | UTI89 phage lysis | Salmonella PhoP GFP | Dengue-2 NS5 capping | GPR55 LPI antagonism | SV40 large T antigen | RSV CPE inhibition |
| --- | --- | --- | --- | --- | --- | --- | --- | --- | --- |
| Cc1ccc(-c2nsc3c(N4CCN(C(=O)c5ccco5)CC4)ncnc23)cc1 | . | 0% | -0.6% | . | . | . | 3% | . | . |
| CCc1nnc(NC(=O)c2c(O)c3cccc4c3n(c2=O)CC4)s1 | . | 7% | 3.1% | . | . | . | -8% | . | . |
| CCOC(=O)c1sc(NC(=O)c2cc3c(C)nn(-c4ccccc4)c3s2)nc1C | . | 11% | 1.4% | . | . | . | -2% | . | . |
| Cc1cc(NC(=O)CSc2ncnc3sc4c(c23)CCC(C)C4)no1 (stereo not given) | . | -7% | -0.4% | . | . | . | 7% | . | . |
| CCN1C(=S)SC(=O)C1=C1C=C(C)N(CCOC)C(C)=C1 | . | 18% | -0.8% | . | . | . | 13% | . | . |
| COCCNC(=O)C(c1ccc(C)cc1)N(C(=O)CCC(=O)Nc1ccccn1)C1CCCC1 (stereo not given) | . | -5% | -1.0% | . | . | . | 6% | . | . |
| Cc1nc(SCn2nnc3ccccc3c2=O)c2c(C)c(C)sc2n1 | . | 11% | -1.6% | . | . | . | 13% | . | . |
| CCCn1c(=O)c(C(=O)Nc2nnc(CC)s2)c(O)c2ccccc21 | . | -3% | -0.5% | . | . | . | -1% | . | . |
| COc1cc(-c2nc(-c3ccc(C)nc3OC)no2)cc(OC)c1OC | . | -1% | -2.2% | . | . | . | -3% | . | . |
| Cc1ccc(-n2nc(C)c(C3C(C#N)=C(N)OC4=C3C(=O)CCC4)c2Cl)cc1 (stereo not given) | . | -2% | -0.3% | . | . | . | -4% | . | . |
| Cc1ccc2nc(Nc3ncc4c(n3)CCCC4=O)nc(C)c2c1 | . | -10% | 0.5% | . | . | . | -2% | . | . |
| CNC(=O)c1cc2c(=O)n3cc(C)ccc3nc2n(Cc2ccco2)c1=N | . | 8% | 2.1% | . | . | . | 6% | . | . |
| CC(C)(O)[C@@H]1[C@@H]2C[C@@]3(CC[C@]4(C)C(CCC5[C@@]6(C)CC[C@H](O)C(C)(C)C6CC[C@]54C)[C@@H]13)C(=O)O2 (stereo not given in full) | . | . | . | . | 3% | . | . | 16% | 2.0% |
| CCOC(=O)c1ccc(NC(=O)c2c(NCc3ccccc3)[nH]c(=O)[nH]c2=O)cc1 | . | . | . | . | 7% | . | . | 3% | 0.8% |
| O=C(O[C@H]1[C@H](Oc2ccccc2COC(=O)C2(O)C=CCCC2=O)O[C@H](CO)[C@@H](O)[C@@H]1O)c1ccccc1 (stereo not given in full) | . | . | . | . | 1% | . | . | 4% | -1.0% |
| CC(C)(C)C(O)/C=C/c1ccc2c(c1)OCO2 (stereo not given) | . | . | . | . | 5% | . | . | 12% | -1.1% |
| O=C1N[C@@H](Cc2ccccc2)C(=O)N2[C@@H]1C[C@]1(Br)c3ccccc3N(S(=O)(=O)c3ccccc3)[C@H]21 | . | . | . | . | 0% | . | . | 20% | 0.4% |
| N[C@H]1CONC1=O | . | . | . | . | -7% | . | . | 3% | 0.6% |
| O=C1N[C@@H](Cc2cn(S(=O)(=O)c3ccc(F)cc3)c3ccccc23)C(=O)N[C@H]1Cc1ccccc1 | . | . | . | . | 3% | . | . | 12% | 2.4% |
| CC(COc1ccccc1Cc1ccccc1)N1CCCCC1 (stereo not given) | . | . | . | . | 7% | . | . | 18% | -2.2% |

Next compounds.
| molecule | Rac1 GTP hydrolysis | GPR35 antagonists | HIV fusion peptide | UTI89 phage lysis | Salmonella PhoP GFP | Dengue-2 NS5 capping | GPR55 LPI antagonism | SV40 large T antigen | RSV CPE inhibition |
| --- | --- | --- | --- | --- | --- | --- | --- | --- | --- |
| CC(C)=CCc1cc2c(=O)c3c(O)c4c(cc3oc2c(O)c1O)OC(C)C4(C)C (stereo not given) | . | . | . | . | 6% | . | . | 14% | -2.1% |
| Nc1ccc(O)c(C(=O)O)c1 | . | . | . | . | -4% | . | . | 19µM* | 4.8% |
| COc1ccc(CN2C(=O)C(Cc3ccccc3)Nc3ncnc(N4CCc5ccccc5C4)c32)cc1 (stereo not given) | . | . | . | . | 12% | . | . | 17% | 14% |
| C[C@@H](O)[C@H]1C(=O)N2C(C(=O)O)=C(S[C@@H]3CN[C@H](C(=O)N(C)C)C3)[C@H](C)[C@H]12 | . | . | . | . | -9% | . | . | 15% | 0.0% |
| OC1OC[C@@H](O)[C@H](O)[C@H]1O (stereo not given in full) | . | . | . | . | -7% | . | . | 12% | 0.0% |
| O=C1C(Cc2ccccc2)Nc2ncnc(N3CCc4ccccc4C3)c2N1Cc1ccc(Br)cc1 (stereo not given) | . | . | . | . | 6% | . | . | 10% | 9.3% |
| CC(=O)[C@]1(O)Cc2c(O)c3c(c(O)c2[C@@H](O[C@H]2C[C@H](N)[C@H](O)[C@H](C)O2)C1)C(=O)c1ccccc1C3=O | . | . | . | . | -226% | . | . | 8% | -3.4% |
| Cc1nc(NC(=O)c2ccccc2)sc1C1(C)CC(c2ccc(OC(F)(F)F)cc2)=NO1 (stereo not given) | . | . | . | . | -3% | . | . | 12% | 13% |
| Cc1ccc(C(=O)N2CCc3ccccc32)cc1C | 9% | . | . | 1.6% | . | . | . | . | . |
| CCCCOC(=O)C1=C(C)NC(=O)NC1c1ccc2c(c1)OCO2 (stereo not given) | 17% | . | . | -0.3% | . | . | . | . | . |
| CCn1c(SCCN2CCCCC2)nc2c1c(=O)n(C)c(=O)n2C | 19% | . | . | 1.9% | . | . | . | . | . |
| CN=C1SC(CC(=O)Nc2ccc(C(C)=O)cc2)C(=O)N1C (stereo not given) | -3% | . | . | 0.2% | . | . | . | . | 0.8% |
| NC(=O)C1(N2CCCCC2)CCN(C(=O)CSc2nc3ccccc3o2)CC1 | -7% | . | . | -0.1% | . | . | . | . | 2.5% |
| CCc1ccc(/C=C2\SC(=S)N(CCCC(=O)Nc3cc(C)on3)C2=O)cc1 | 9% | . | . | . | . | 1% | . | . | . |
| COCCCN1C(=O)C(CC(=O)NCc2cccs2)CC(C(=O)N(C)C)=C1C (stereo not given) | 0% | . | . | . | . | 5% | . | . | . |
| COc1cccc(CNC(=O)CCNC(=O)N2CC(=O)Nc3ccccc32)c1 | 5% | . | . | . | . | 3% | . | . | . |
| CCOc1ccc(CNC(=O)C2CCCN(S(=O)(=O)N3CCC(C)CC3)C2)cc1OC (stereo not given) | 14% | . | . | . | . | 4% | . | . | . |
| CC1CCCN(CC(=O)Nc2ccc(S(=O)(=O)N3C(C)CCCC3C)cc2)C1 (stereo not given) | 15% | . | . | . | . | -2% | . | . | . |
| COC(=O)N(C)C[C@@H]1OCc2cnnn2CCCC(=O)N([C@@H](C)CO)C[C@@H]1C | 12% | . | . | . | . | -1% | . | . | . |
| CCN(CC)C(=O)C1=C(C)N(CCCOC)C(=O)C(CC(=O)NCc2cccs2)C1 (stereo not given) | 3% | . | . | . | . | 3% | . | . | . |

Continued:
| molecule | Rac1 GTP hydrolysis | GPR35 antagonists | HIV fusion peptide | UTI89 phage lysis | Salmonella PhoP GFP | Dengue-2 NS5 capping | GPR55 LPI antagonism | SV40 large T antigen | RSV CPE inhibition |
| --- | --- | --- | --- | --- | --- | --- | --- | --- | --- |
| O=C(C[C@H]1C[C@@H]2c3cc(NC(=O)c4cccnc4)ccc3O[C@@H]2[C@H](CO)O1)NCc1ccncc1 | 11% | . | . | . | . | -9% | . | . | . |
| COc1ccc(NC(=O)C2CC2(Cl)Cl)cc1S(=O)(=O)N1CCCCC1 (stereo not given) | -24% | . | . | . | . | 2% | . | . | . |
| Cc1ccc(C)c(S(=O)(=O)N2CCCC2CNC(=O)C(=O)Nc2ccccc2)c1 (stereo not given) | 1% | . | . | . | . | -6% | . | . | . |
| Cc1ccc(-n2sc3cc(F)ccc3c2=O)c(C)c1 | 36µM* | . | . | . | . | -31% | . | . | . |
| COc1ccc(S(=O)(=O)N2CCCOC2CNC(=O)C(=O)NCCO)cc1 (stereo not given) | 8% | . | . | . | . | 4% | . | . | . |
| N#CC(Cc1cccs1)c1nc2ccccc2[nH]1 (stereo not given) | 12% | . | . | . | . | -5% | . | . | . |
| O=C(c1ccoc1)N1CCN(c2cc(-c3cccc(F)c3)nc3cc(-c4cccc(Cl)c4)nn23)CC1 | 14% | . | . | . | . | -20% | . | . | . |
| O=C(c1cccs1)N1C[C@@H](n2cc(C3CC3)nn2)[C@H](O)C[C@@H]1c1ccc(Cl)cc1 | 14% | . | . | . | . | -3% | . | . | . |
| CCn1c(C)cc(C(=O)COC(=O)CNC(=O)c2ccco2)c1C | 4% | . | . | . | . | 2% | . | . | . |
| CCOc1ccc(S(=O)(=O)NCCC(=O)NNC(=O)c2ccc(F)cc2)cc1 | 6% | . | . | . | . | 5% | . | . | . |
| COc1ccccc1N1CCN(S(=O)(=O)CCNC(=O)c2ccco2)CC1 | 7% | . | . | . | . | 2% | . | . | . |
| O=C(c1ccccc1)N1CCN(c2cc(-c3ccccc3)nc3cc(-c4cccc(Cl)c4)nn23)CC1 | 17% | . | . | . | . | 0% | . | . | . |
| CC(C)(C)C(=O)Nc1ccc(N2CCN(C(=O)c3cccs3)CC2)cc1 | 9% | . | . | . | . | 2% | . | . | . |
| CC1=CC(C)(C(Cl)(Cl)Cl)C(C)=CC1=NO (stereo not given) | 5% | . | . | . | . | -2% | . | . | . |
| Cc1ccc([C@H]2C[C@H](n3cc(COC(=O)c4ccccc4)nn3)[C@@H](O)CN2Cc2cccs2)cc1 | 16% | . | . | . | . | -2% | . | . | . |
| COc1ccc(NC(=O)COC(=O)C2COc3ccccc3O2)cc1 (stereo not given) | 16% | . | . | . | . | -2% | . | . | . |
| O=C(CSCC(=O)OCC(=O)N1CCN(C(=O)c2ccco2)CC1)Nc1ccc(Cl)cc1 | 3% | . | . | . | . | -5% | . | . | . |
| O=C(COC(=O)C1CC(=O)N(Cc2ccccc2)C1)Nc1ccc([N+](=O)[O-])cc1Br (stereo not given) | 12% | . | . | . | . | -6% | . | . | . |
| Cc1cccc(C)c1OCC(=O)Nc1cccc(S(=O)(=O)N2CCCCCC2)c1 | 9% | . | . | . | . | 1% | . | . | . |
| COc1ccc(C=C2CCC3C(=O)CCCC3(C)C2=O)cc1 (stereo not given) | 5% | . | . | . | . | 0% | . | . | . |
| COc1ccccc1S(=O)(=O)N(C)C[C@H]1OCc2cn(nn2)CCCC(=O)N([C@H](C)CO)C[C@@H]1C | 4% | . | . | . | . | -10% | . | . | . |
| C[C@H](CO)N1C[C@H](C)[C@H](CN(C)C(=O)Nc2cccc(F)c2)Oc2cc(C#CC3(O)CCCC3)ccc2S1(=O)=O | 12% | . | . | . | . | 1% | . | . | . |
